TCR activator = activators of T cell receptors. primary human leukocytes, anti-CD3, IL-2 HTRF, 48 h. Potency, µM (highest dose often 9.22 µM), for the others: at the top dose activation of IL-2 secretion, actives largely listed as activators. 330,000 tested, under 10 active. AID 504894; note: % of control where 0% means no effect
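Primary human leukocytes receive a-CD3 beads and test compound and are incubated 48 hr. Secreted IL-2 is then assayed by HTRF, measuring 665nm acceptor emission after 320nm excitation of the europium donor.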
Menin-MLL TR inh = inhibitors of human menin-MLL interaction, mutant MLL peptide; O00255; Menin + Texas Red MLL mutant peptide, fluorescence polarization; Potency, µM (doses to about 61.6 µM), without a hit: top-dose FP activity change, negative = inhibition, most hits filed as inhibitors; 270,000 tested, 0.23% active; AID 1768; active = well fitted inhibition curve with a large enough effect in the polarisation, with a control signal flat, not every such curve was filed as active; inconclusive = small, poorly fitted or top-dose-only effect, or effect the other way, or a change in a side signal; inactive = no such curve, though single readings can be large or run the other way; the % refers to the polarisation; note: potency is the fitted concentration of half-maximal effect; % of control where 0% means no effect; many of its hits are not listed in these tables
TSHR antagonist = human thyrotropin receptor antagonism; 330,000 tested, 0.2% active; activity change, negative = inhibition, % at 11.5 µM; P16473; TSHR-expressing cells, TSH-stimulated cAMP HTRF, 2 h; hits give low values;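 active = activity change below a set negative limit, meaning inhibition stronger than a set level, cut at about -70% in these data; inconclusive = activity change between two set negative limits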; note: % is set by controls: 0 for no effect and ±100 for the full control effect
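Read-out is FRET at 665 nm (cryptate excitation 337 nm) from a cryptate-tagged anti-cAMP antibody, competed by cell cAMP against cAMP-d2. Compounds are tested on freshly harvested TSHR cells challenged with 4nM TSH (EC80) for 2 hours at 37 deg C.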
S-ASM inh = human S-ASM enzyme inhibition; P17405; placental ASM, HMU-PC fluorogenic substrate, 60 min; Potency, µM (series often up to 57.5 µM), for the others: at the highest dose activity change, negative = inhibition, most hits filed as inhibitors; 340,000 tested, 0.006% active; note: potency is the fitted concentration of half-maximal effect
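Steps: dispense placental human ASM, pin compound, wait 10 min at room temperature, add HMU-PC0 substrate at 9 uM final, incubate 60 min at 37 °C, add stop solution raising pH to 10, read fluorescence.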
PTAP TSG101 blk = blocks PTAP/TSG101 interaction to inhibit HIV-1 budding; Potency, µM (top dose mostly 115 µM), for inactives: at the top dose activity change, negative = inhibition, actives largely listed as inhibitors; 340,000 tested, under 10 active; Q99816; Fluorescence polarization, FITC-PTAP peptide / Tsg101 binding; active = well fitted inhibition curve with a large enough effect in the main read-out, with a control signal flat, not every such curve was filed as active; inconclusive = small, poorly fitted or top-dose-only effect, or effect the other way, or a change in a side signal; inactive = no such curve, though single readings can be large or run the other way; note: potency is the fitted concentration of half-maximal effect; % of control where 0% means no effect
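Fluorescence anisotropy tracks displacement of a FITC-tagged PTAP peptide (50 nM) from the Tsg101 binding domain (10 uM), following a 20 min room-temperature incubation at pH 7.5.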
Mito fusion yeast = blocks mitochondrial division or promotes mitochondrial fusion; S. cerevisiae fusion-defective mutant growth rescue, CellTiterGlo 48 h; Potency, µM (titrated, usually from 46.1 µM), for inactives: at the highest dose growth rescue (activation), most hits filed as activators; 320,000 tested, 0.23% active; AID 485298;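 note: potency is the fitted concentration of half-maximal effect; % of control where 0% means no effect; nearly all actives have a fitted effect of over 45% in size; temperature-sensitive fusion mutants such as fzo1-1 at 37 °C on non-fermentable ethanol glycerol medium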
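S. cerevisiae fusion-defective temperature-sensitive mutants (e.g. fzo1-1, mgm1-5) grown 48 h at 37C in YPEG (ethanol/glycerol non-fermentable) medium with 23 nl compound per well; growth rescue read as CellTiterGlo luminescence.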
A-T KAP1 phos = candidate therapy for ataxia-telangiectasia; […] A-T fibroblasts, KAP-1 phosphorylation AlphaLISA; neocarzinostatin DNA damage 30 min before lysis; 320,000 tested, 0.19% active; Potency, µM (top dose mostly 57.5 µM), for inactives: top-dose activation, usual class: activators; note: potency is the fitted concentration of half-maximal effect; % of control where 0% means no effect; nearly all actives have a fitted effect of over 45% in size
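ATM-like activity read as KAP-1 phosphorylation via AlphaLISA donor/acceptor antibody pairs after lysis and 6 hr at 25C. Cells were ATM-null patient fibroblasts ([…], hTERT), dosed 60 min, then exposed to the DSB inducer NCS for 30 min.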
CXXC DNA block = MLL CXXC-DNA interaction inhibition; Q03164; MLL-CXXC / FITC-HOXA9 DNA fluorescence polarization; Potency, µM (doses to about 115 µM), without a hit: top-dose activity change, negative = inhibition, hits mostly inhibitors; 290,000 tested, 0.037% active; active = well fitted inhibition curve with a large enough effect in the polarisation, with a control signal flat, not every such curve was filed as active; inconclusive = small, poorly fitted or top-dose-only effect, or effect the other way, or a change in a side signal; inactive = no such curve, though single readings can be large or run the other way; the % refers to the polarisation; note: potency is the fitted concentration of half-maximal effect
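Fluorescence polarization: 7 uM MLL-CXXC (stock) preincubated 5 min with compounds, then 50 nM fluorescein-HOX-A9 DNA (stock) added; 30 min ambient. Buffer 50 mM Tris-HCl pH 7.5, 50 mM NaCl, 1 mM DTT, 0.05% BSA.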
a7 integrin act = activates integrin-mediated alleviation for muscular dystrophy; 350,000 tested, 0.064% active; Potency, µM (highest dose often 38.3 µM), inactives show at the top dose activation, most hits filed as activators; alpha7betagal myoblasts, beta-gal FDG fluorescence, 48 h; AID 624291;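 note: potency is the fitted concentration of half-maximal effect; 100% = response of the positive control SU9516; nearly all actives have a fitted effect of over 60% in size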
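Alpha7betagal+/- myoblasts (passage 13) were plated 16-24 hr, then exposed to compounds (1:260 dilution of DMSO stock) for 48 hours at 37C. After MPER lysis, β-galactosidase reporter activity was read as FDG fluorescence (ex 480/em 540) after 30 minutes.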
MBNL1-CUG inh = MBNL1-poly(CUG) RNA binding inhibition; Potency, µM (highest dose often 57.5 µM), inactives show top-dose activity change, negative = inhibition, most hits filed as inhibitors; Q9NR56; TR-FRET MBNL1-His/biotin-(CUG)12 binding, 665/545 ratio; AID 2675; 280,000 tested, 0.036% active; active = well fitted inhibition curve with a large enough effect in the signal ratio, with a control signal flat, not every such curve was filed as active; inconclusive = small, poorly fitted or top-dose-only effect, or effect the other way, or a change in a side signal; inactive = no such curve, though single readings can be large or run the other way; the % refers to the signal ratio; note: potency is the fitted concentration of half-maximal effect; % is set by controls: 0 for no effect and ±100 for the full control effect
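TR-FRET between His-tagged MBNL1 and biotin-(CUG)12 RNA, detected with Tb anti-His antibody (0.055 ng/ul) and streptavidin-XL665 (5 nM), 60 min at room temperature. Compounds titrated 92 nM to 58 uM; 665/545 nm ratio normalized to buffer and complex controls.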
An asterisk follows results filed as active; ? = inconclusive; nt = no result given; [ ] = remark or other dose. Unless noted, calls come from the whole dose curve; as a rule, active = well fitted curve in the direction sought with a large enough effect; inconclusive = small, poorly fitted or top-dose-only effect, or another doubt; inactive = no such curve, though single readings can be large; an effect the other way counts as inactive or inconclusive. This is a subset; rates above refer to the full screens.

# | structure | a7 integrin act | Mito fusion yeast | Menin-MLL TR inh | PTAP TSG101 blk | TSHR antagonist | S-ASM inh | TCR activator | CXXC DNA block | MBNL1-CUG inh | A-T KAP1 phos
1 | Cc1cccc[n+]1C1C(c2ccccc2)C(C#N)=C(C(=C=[N-])C#N)NC1(O)C1CC1 (stereo not drawn) | 15% | 0% | nt | 0% | 0 | 19% | -27% | -16% | 92%[activator] | 10%
2 | NC1(C(=O)O)CCCCC1c1ccccc1 (stereo not drawn) | 5% | nt | nt | 0% | nt | 0% | 0% | nt | nt | nt
3 | Cc1ccc(Nc2nc(-c3cccnc3)cs2)cc1C | ? | -11% | ? | -5% | -4 | -4% | 2% | 11% | 9% | 0%
4 | Cc1ccc(NC(=O)c2cc3nc(C)cc(C)n3n2)cc1 | -3%[7.66 µM] | 2% | 1% | -10% | -6 | -8% | -2% | -5% | -8% | 0%
5 | O=C(Nc1ccc(S(=O)(=O)Nc2ccccn2)cc1)c1ccc(Cl)cc1Cl | -15% | -3% | 43%[activator] | -2% | 10 | -4% | 1% | 15% | -3% | -2%
6 | O=C(COC(=O)c1ccccc1SCC(=O)N1CCCC1)NC1CCS(=O)(=O)C1 (stereo not drawn) | -17% | 0% | nt | -1% | 18 | 2% | -4% | nt | nt | -1%
7 | CCOC(=O)c1[nH]c2ccccc2c1NC(=S)Nc1cccc(C)c1 | 1% | -1% | 2% | -7% | -9 | 10% | -14% | -6% | 16% | -3%
8 | O=C(/C=C/c1ccccc1)NNC1=NS(=O)(=O)c2ccccc21 | 16% | -3% | 8% | -6% | 0 | 3% | 0% | -10% | -1% | 2%
9 | O=C(Nc1ccc(S(=O)(=O)Nc2nccs2)cc1)c1nn(-c2ccc(F)cc2)ccc1=O | 13% | 0% | ? | -6% | 2 | -1% | 6% | -2% | ? | -5%
10 | CSc1ccc(C(=O)C2CCCN(C(=O)CCCn3cncn3)C2)cc1 (stereo not drawn) | -7% | 20% | ? | -3% | 3 | 0% | -12% | -9% | -4% | 11%
11 | COc1ccc(CCN2CC(C(=O)N(C)Cc3ccc4nsnc4c3)CCC2=O)cc1 (stereo not drawn) | -16% | 1% | -3% | -2% | -3 | 1% | -5% | 16% | ? | 10%
12 | c1ccc(-n2ncc3c2ncn2c(C4CCCCC4)nnc32)cc1 | nt | 2% | -9% | nt | 3 | nt | nt | -4% | -3% | 0%
13 | COc1ccc(CCNc2cc(=O)[nH]c(N)n2)cc1 | ? | -9% | -14% | -5% | -3 | 4% | 3% | 4% | ? | 1%
14 | CCCC(=O)NNC(=O)CCC(=O)Nc1ccccc1Cl | 19% | -5% | -5% | -1% | -4 | 3% | -8% | 0% | nt | -1%
15 | Cn1cncc1C#Cc1c(C=O)n(C)c2ccccc12 | ? | ? | nt | 0% | -22 | 479%[activator] | 3% | nt | nt | 16%
16 | CCCCC(OC(=O)CN1C(=O)COc2ccccc21)C(=O)NC1CCCCC1 (stereo not drawn) | 10% | 0% | nt | 0% | -4 | 2% | 3% | 22% | -1% | 4%
17 | COc1ccc(-n2nc(C(=O)NCC(=O)N3CCCCCC3)c3ccccc3c2=O)c(OC)c1 | ? | -1% | -4% | -3% | -12 | 1% | 0% | 9% | 12% | -1%
18 | COc1cccc(CN2CCNC(=O)C2CC(=O)O)c1OC (stereo not drawn) | 14% | -3% | 6% | -2% | -1 | 1% | 3%[46.1 µM] | 3% | 3% | 4%
19 | COc1ccccc1NC(=S)NNC(=O)c1cc(C)nn1C | -5% | -2% | 1% | -3% | -5 | 1% | 0% | 3% | -3% | 1%
20 | Cc1nn(C)cc1-c1n[nH]c(=S)n1-c1ccc(F)cc1 | -10% | 0% | 6% | -6% | -5 | 5% | -1%[46.1 µM] | -2% | 8% | 1%

Profiles, quoted from the list:
Results for `CCCCC(OC(=O)CN1C(=O)COc2ccccc21)C(=O)NC1CCCCC1` (stereo not drawn) = a7 integrin act: 10%; Mito fusion yeast: 0%; Menin-MLL TR inh: nt; PTAP TSG101 blk: 0%; TSHR antagonist: -4; S-ASM inh: 2%; TCR activator: 3%; CXXC DNA block: 22%; MBNL1-CUG inh: -1%; A-T KAP1 phos: 4%
Results for `CCCC(=O)NNC(=O)CCC(=O)Nc1ccccc1Cl` = a7 integrin act: 19%; Mito fusion yeast: -5%; Menin-MLL TR inh: -5%; PTAP TSG101 blk: -1%; TSHR antagonist: -4; S-ASM inh: 3%; TCR activator: -8%; CXXC DNA block: 0%; MBNL1-CUG inh: nt; A-T KAP1 phos: -1%

Continuation:
# | structure | a7 integrin act | Mito fusion yeast | Menin-MLL TR inh | PTAP TSG101 blk | TSHR antagonist | S-ASM inh | TCR activator | CXXC DNA block | MBNL1-CUG inh | A-T KAP1 phos
21 | O=S(=O)(CCNCc1ccco1)NC1CCCCC1 | 13% | nt | nt | -1% | nt | 7% | 4% | nt | nt | nt
22 | CCN(CC)CC#CCOC(c1ccccc1)c1ccccc1 | -16% | -4% | ? | -2% | -3 | -1% | 3% | 1% | 5% | 14%
23 | Cc1cccc(C(=O)NCC(=O)N2CCN(S(=O)(=O)c3ccccc3)CC2)c1 | -6% | -7% | nt | -6% | 8 | 2% | -1% | nt | nt | -5%
24 | O=C(NCc1nc2ccccc2[nH]1)c1cc2ccccc2oc1=O | 2% | 3% | 10% | 0% | 3 | 1% | -1% | 0% | ? | nt
25 | CCCCn1c(N)c(N(CC(C)C)C(=O)C2CCN(S(=O)(=O)c3ccc(C)cc3)CC2)c(=O)[nH]c1=O | 14% | -1% | nt | 15% | -6 | 25% | 0% | nt | nt | 4%
26 | CCCCn1c(N)c(N(CCOC)C(=O)CCN2C(=O)C3CC=CCC3C2=O)c(=O)[nH]c1=O (stereo not drawn) | 35% | nt | nt | -2% | nt | 3% | 2% | nt | nt | nt
27 | O=C(NCc1ccccc1)C1=C[C@@H](c2csc3ccccc23)C[C@@H](OCCCCO)O1 | -41% | -2% | 15% | -1% | 3 | -1% | 2% | 8% | 12% | -13%
28 | O=C(Cn1nnc(-c2ccccc2-n2cnnn2)n1)N1CCCCC1 | 16% | -2% | 17% | -10% | 7 | 5% | 2% | 3% | -5% | -2%
29 | COC(=O)c1ccc(NC(=O)c2ccc(C)cc2)o1 | 26% | 3% | 3% | -4% | -2 | 2% | 0% | -6% | 3% | 0%
30 | CCCCc1nc2cc(C(=O)NCc3cc(C)n(C)n3)ccc2o1 | 11% | 6% | 6% | -6% | -6 | -1% | -2% | 6% | -6% | -1%
31 | O=C(NC(=S)Nc1cccc2ncccc12)c1ccco1 | 0% | 2% | -1% | 4% | -10 | 4% | 3% | 6% | 16% | 3%
32 | CNC(=O)c1nn(-c2ccc(C)cc2)ccc1=O | -4% | -1% | 1% | -6% | 1 | 0% | 4% | 5% | 11% | 0%
33 | O=S(=O)(CCN(CCS(=O)(=O)C(F)(F)F)CC1CCCO1)C(F)(F)F (stereo not drawn) | -57%[inhibitor] | 1% | 11% | 0% | 15 | 1% | 2% | 9% | 11% | 1%
34 | O=C1CC(C(=O)Nc2cccc(F)c2)n2ncnc2N1 (stereo not drawn) | 26% | -2% | 4% | -1% | 32 | 3% | -1% | 1% | -7% | -1%
35 | Cc1[nH]c2nc3ccccc3n2c(=O)c1CCC(C)C | 7% | 8% | 20% | 2% | 4 | 4% | nt | 1% | 3% | 0%
36 | Cc1occc1-c1nnc(SCc2nnc(-c3ccc(Cl)cc3)o2)n1C | -50%[inhibitor] | -3% | 0% | 0% | -2 | 1% | -4% | 3% | -10% | 13%
37 | O=C(Nc1ccc(OC(F)F)cc1)c1cc[n+]([O-])cc1 | 19% | -10% | 8% | -2% | -9 | 14% | -5% | 4% | 2% | 5%
38 | COc1ccc(CSc2nnnn2-c2ccc(C(=O)O)cc2)cc1 | 33% | 11% | 7% | -2% | -8 | 3% | -3% | -3% | 2% | -3%
39 | CCCc1nnc(NC(=O)CN2CCN(C)CC2)s1 | 20% | -4% | -1% | -7% | nt | 3% | -7% | -2% | -2% | nt
40 | O=C(c1ccc([N+](=O)[O-])cc1)N1CCSC1c1cccc(Cl)c1 (stereo not drawn) | 17% | 5% | 0% | -2% | -4 | 2% | -1% | -1% | ? | -2%

Source: PubChem
